# ABCB6 inh MLPCN – blocks the human ABCB6 transporter. K562-ABCB6 porphyrin accumulation, flow cytometry, 1 h; hits give low values. 0.19% of 360,000 active. Q9NP58. fluorescence ratio to DMSO, % at 10 µM;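 active = fluorescence ratio to DMSO below 75%, the collection mean minus 3 SD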;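 also: signal is porphyrin accumulated inside mitochondria; 100% equals median channel fluorescence of DMSO control wells; lower ratio means ABCB6 inhibition with less porphyrin fluorescence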
# aDG glyco up – increases alpha dystroglycan glycosylation | 0.22% of 360,000 active | activation, % at 10 µM | Pro5-aDG cells, alpha-DG glycosylation AlphaScreen (IIH6); 0% Pro5, 100% B10-LARGE cell signal;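 active = activation of at least 8% versus controls, or a plate z-score of at least 8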;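 also: Pro5 are CHO cells carrying HIG-tagged alpha-DG that lacks glycosylation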
# N-glyco inh – N-linked glycosylation inhibition. D54 ERlucT glycosylation luciferase reporter, 24 h; percent of 100 nM tunicamycin response. reporter increase, % at 12.5 µM. 0.23% of 360,000 active. AID 588692;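 active = mean luciferase reporter signal, scaled so untreated is 0 and the glycosylation-blocking control 100, at or above a set limit in every replicate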;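 also: luciferase carries N-glycosylation sites so blocking glycosylation raises the light; 0% = median of neutral control wells and 100% = median of 100 nM tunicamycin wells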
# iPSC survival up – hiPSC single-cell survival enhancement; ATPlite luminescence; 100% = ROCK inhibitor wells, 0% = DMSO; survival enhancement, % at 20 µM; 0.044% of 360,000 active; AID 602274; in the data active = survival enhancement above about 18%;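 also: cells exposed to compounds for 16 hours before the ATP read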
# MC4R barr agon – activates human MC4R beta-arrestin recruitment | P32245 | 0.98% of 360,000 active | AID 540308 | activation, % at 8.9 µM | U2OS MC4R beta-arrestin complementation, luminescence; percent of melanotan II response, DMSO zero;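 active = activation above a per-plate cutoff, the mean activation of sample wells on that plate plus 3 SD, cut at about 8% in these data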
# MC4R antagonist – human MC4R antagonism in cAMP assay; inhibition, % at 6.5 µM; AID 540295; 0.48% of 360,000 active; MC4R-expressing cells, MTII-stimulated cAMP, LANCE TR-FRET; P32245;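 active = inhibition above its plate's cutoff, the mean of tested wells on that plate plus 3 SD, cut at about 29% in these data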;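 also: 0% = Melanotan II alone and 100% = Melanotan II plus saturating MCL0020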
#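 Test system: U2OS cells stably expressing human melanocortin 4 receptor (MC4R); also added: Melanotan II challenge; compound: 6.5 µM single dose; timing: 30-min compound preincubation, 1-h Melanotan II challenge, 1-h detection, room temperature; signal: Eu-cAMP/anti-cAMP TR-FRET, emission 671 nm; repeats: one well per compound, no replicates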
# H9c2 protect – myocardial damage modulation in H9c2 cells; H9c2 cardiomyocytes, H2O2 injury protection, ATPLite, 2 h; protection from H2O2 cell death, % at 20 µM; 0.63% of 360,000 active;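 active = compounds giving at least 50% protection of heart cells from peroxide-induced death in the single-dose screen, raw or plate-pattern-corrected value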;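 also: 0% = DMSO wells with peroxide and 100% = DMSO wells without peroxide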
# HTR2A ag – mouse HTR2A agonism via beta-arrestin recruitment; CHO-K1 mHTR2A beta-arrestin complementation, luminescence; percent of 30 µM serotonin response; activation, % at 7.6 µM; AID 624169; 0.66% of 360,000 active;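 active = activation above a run cutoff, the mean activation of all tested compounds plus 3 SD, cut at about 14% in these data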;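 also: 0% = plate median of compound wells and 100% = 30 µM serotonin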
# Exocytosis inh – blocks lytic granule exocytosis; TALL-104 LAMP-1 surface exposure, flow cytometry; cells stimulated with thapsigargin and PMA; inhibition, % at 10 µM; 0.66% of 360,000 active; AID 651702;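 active = inhibition above about 55%, limit read from the data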
# ABHD5-PLIN5 inh – inhibitors of human ABHD5-perilipin-5 interaction; Q00G26+Q8WTS1; Split G. princeps luciferase complementation, luminescence, 4 h; inhibition, % at 4 µM; 0.78% of 360,000 active; AID 602281;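 active = inhibition above the mean inhibition across every tested compound plus 3 SD, cut at about 22% in these data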;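 also: 0% = DMSO only wells and the 100% control is not disclosed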
# Target sequence (Q00G26 whole entry, looked up): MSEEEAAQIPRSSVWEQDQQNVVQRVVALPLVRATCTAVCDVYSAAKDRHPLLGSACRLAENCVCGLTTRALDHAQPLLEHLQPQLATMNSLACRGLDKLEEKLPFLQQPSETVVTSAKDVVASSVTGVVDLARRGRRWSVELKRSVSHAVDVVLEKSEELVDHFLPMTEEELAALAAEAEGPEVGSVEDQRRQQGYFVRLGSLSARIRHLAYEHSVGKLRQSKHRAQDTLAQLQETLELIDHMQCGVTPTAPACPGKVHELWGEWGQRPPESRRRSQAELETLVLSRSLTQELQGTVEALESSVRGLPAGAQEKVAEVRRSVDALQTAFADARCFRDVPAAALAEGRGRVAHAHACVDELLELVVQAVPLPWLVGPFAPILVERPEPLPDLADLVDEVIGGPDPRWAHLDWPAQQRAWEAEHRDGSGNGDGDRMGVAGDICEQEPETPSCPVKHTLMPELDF
# Target sequence (Q8WTS1 whole entry, looked up): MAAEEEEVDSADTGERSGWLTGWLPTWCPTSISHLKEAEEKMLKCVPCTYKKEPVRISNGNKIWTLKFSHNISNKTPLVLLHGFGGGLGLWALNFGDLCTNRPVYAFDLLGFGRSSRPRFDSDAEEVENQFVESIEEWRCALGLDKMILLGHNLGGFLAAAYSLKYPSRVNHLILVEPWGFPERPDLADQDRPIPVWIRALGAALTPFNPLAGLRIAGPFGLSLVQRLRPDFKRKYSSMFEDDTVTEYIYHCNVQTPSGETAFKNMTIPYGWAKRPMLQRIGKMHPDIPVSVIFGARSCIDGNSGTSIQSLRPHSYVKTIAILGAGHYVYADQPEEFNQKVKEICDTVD
# * marks the source's active call; other numbers are inactive results.
SMILES,ABCB6 inh MLPCN,aDG glyco up,N-glyco inh,iPSC survival up,MC4R barr agon,MC4R antagonist,H9c2 protect,HTR2A ag,Exocytosis inh,ABHD5-PLIN5 inh
Cc1cccc(N(Cc2ccccc2)C(=O)c2ccc(F)c(S(=O)(=O)N3CCOCC3)c2)c1,98,0.2,-4,-0.4,3.5,7,8,3,-2,-7
COc1ccc(C(CNC(=O)c2ccc(S(=O)(=O)N(C)C)cc2)N2CCCCC2)cc1 (stereo not drawn),97,-0.1,-6,0.4,0.6,3,8,-1,-3,0
COc1ccc(S(=O)(=O)N(CC(=O)NCC2CCCO2)c2ccccc2)cc1OC (stereo not drawn),91,2.1,1,0.1,0.2,5,6,-1,-1,2
COc1ccc(-c2ocnc2C(=O)Nc2ccc3c(c2)CCC3)cc1,104,0.2,2,-0.6,7.0,-3,-12,-1,-17,2
COCCCn1nnnc1SCC(=O)Nc1nc(C)c(C)s1,95,0.0,1,-1.9,-1.1,2,0,-2,-4,0
CCc1nc(SC)[nH]c(=O)c1C,93,-0.1,2,-1.3,0.3,6,12,0,0,3
CCOc1ccc(S(=O)(=O)NCCC(=O)N(C)CC(=O)Nc2ccc(OC)cc2)cc1,101,0.2,0,0.1,-3.5,12,-2,3,1,1
Clc1cccc(-c2nc(NCCCN3CCOCC3)c3ccccc3n2)c1,96,0.3,0,-0.9,-5.3,5,34,-8,11,21
CCOC(=O)/C=C/C(=O)Nc1ccc(S(=O)(=O)Nc2cc(C)on2)cc1,101,-0.2,4,-0.2,-0.7,5,0,-6,5,8
Clc1ccc(OCCOCCN2CCCCC2)c(Br)c1,92,0.6,-1,-2.4,0.3,3,10,-6,-2,11
CC(C)N(Cc1ccccc1)C(=S)NCc1ccccc1,97,-0.1,-2,-2.1,-4.9,5,9,-3,0,-3
COc1ccc(NC(=O)CN(C)C(=O)c2ccc(N3CCOCC3)c([N+](=O)[O-])c2)cc1,102,-0.2,1,-0.1,-2.1,-6,-1,-1,4,0
O=S1(=O)CCOC[C@H](Cc2ccccc2)N1Cc1ccc(Cl)cc1,98,0.3,-7,-0.3,1.5,5,-15,-1,-22,5
CCN(CC)S(=O)(=O)c1cccc(NC(=O)Nc2cccc(C(F)(F)F)c2)c1,89,1.0,-11,-3.2,3.8,19,-20,-3,7,-12
O=C(NCc1ccccc1)C1(c2ccccc2)CCN(S(=O)(=O)c2ccccc2)CC1,96,0.0,-7,-4.1,1.7,-5,15,-2,63*,-5
CC(C(=O)OCC(=O)c1ccc(Br)cc1)N1C(=O)C2C3C=CC(C3)C2C1=O (stereo not drawn),98,0.0,0,-0.4,1.9,-3,-3,1,-6,0
CCc1nnc(NS(=O)(=O)c2ccc(NC(=O)c3ccc(S(=O)(=O)N(CC)CC)cc3)cc2)s1,103,-0.1,3,-0.5,-1.7,4,2,6,3,4
COc1ccc(OCC(O)CNC(=O)Nc2ccc(F)cc2)cc1 (stereo not drawn),101,-0.1,-1,-0.6,-1.0,0,-4,0,6,0
Cc1ccccc1OC(C)C(=O)NCc1cccnc1 (stereo not drawn),95,-0.1,0,-0.2,-1.4,21,4,1,0,0
C=CCNC(=O)CC(=O)N/N=C/c1ccccc1F,99,0.2,1,-0.8,-1.3,4,6,-1,0,-6

# The list goes on (three carried over from the part before).
SMILES,ABCB6 inh MLPCN,aDG glyco up,N-glyco inh,iPSC survival up,MC4R barr agon,MC4R antagonist,H9c2 protect,HTR2A ag,Exocytosis inh,ABHD5-PLIN5 inh
COc1ccc(OCC(O)CNC(=O)Nc2ccc(F)cc2)cc1 (stereo not drawn),101,-0.1,-1,-0.6,-1.0,0,-4,0,6,0
Cc1ccccc1OC(C)C(=O)NCc1cccnc1 (stereo not drawn),95,-0.1,0,-0.2,-1.4,21,4,1,0,0
C=CCNC(=O)CC(=O)N/N=C/c1ccccc1F,99,0.2,1,-0.8,-1.3,4,6,-1,0,-6
COc1ccccc1C(CNC(=O)c1ccc(NS(=O)(=O)c2ccc3c(c2)OCCO3)cc1)N(C)C (stereo not drawn),97,-0.4,2,-0.1,-0.5,-3,1,-8,16,6
CCC(C)c1ccc(N(C(=O)c2ccco2)C(C(=O)NC2CCCC2)c2cccnc2)cc1 (stereo not drawn),96,0.4,-2,-0.2,0.0,15,4,-5,10,-4
CCc1cc(-c2nnn(-c3cc(C(C)C)ccc3C)c2CC)ccc1-c1cn(CCc2c[nH]c3ccccc23)nn1,98,0.6,-3,-2.1,0.5,6,-5,-4,3,4
CC(OC(=O)CCN1C(=O)C2CC=CCC2C1=O)C(=O)Nc1cccc(C#N)c1 (stereo not drawn),89,0.2,2,0.3,-0.8,11,-1,-4,-3,10
CCOC(=O)CCc1c(C)c2ccc3c(c2oc1=O)CN(CCCO)CO3,87,0.0,1,-0.6,0.2,2,10,1,-5,-8
O=C(Nc1ccnn1C1CCN(C2CCCC2)CC1)c1ccccc1Cl,99,-0.1,0,1.6,-3.7,7,4,2,4,4
CC(=NNC(N)=O)C1=C(O)C(C(C)C)NC1=O (stereo not drawn),102,0.0,3,2.6,-2.0,-2,2,-4,8,4
Cc1ccccc1C(=O)OC(C)C(=O)NCc1ccc2c(c1)OCO2 (stereo not drawn),98,-0.1,3,-0.5,-3.4,5,8,3,-10,3
O=C(N/C(=C\c1ccc(Br)cc1)C(=O)N1CCOCC1)c1ccccc1Cl,99,-0.1,1,-0.2,-0.6,11,2,2,6,3
NC(=O)CC(NC(=O)c1ccccc1)c1ccc(N2CCC(Cc3ccccc3)CC2)c([N+](=O)[O-])c1 (stereo not drawn),90,0.6,0,-1.3,-1.5,9,-23,-9,4,0
Cc1cccc(NC(=O)CSc2nnc(CCCCCNC(=O)OC(C)(C)C)o2)c1C,95,0.0,2,-1.4,-1.3,7,4,-1,0,-10
C=CCNC(=O)C1CC(=O)N(c2ccc(OCC(=O)Nc3c(C)cccc3C)cc2)C1 (stereo not drawn),99,-0.1,0,0.1,0.2,7,2,4,7,-8
O=C(O)c1oc2ccccc2c1CN1CCN(c2ccccc2)CC1,102,0.2,1,12,-2.2,-4,1,-3,-3,-3
O=S(=O)(c1ccc(N2CCCC2)cc1)C(F)(F)F,96,0.3,1,-1.1,-0.9,-10,-17,4,-5,2
OCCN(CCO)c1nc2ccccc2[nH]1,97,0.0,1,0.6,-1.8,0,2,0,8,-4
CCOc1ccccc1N(CC(=O)NCCSc1ccccn1)S(=O)(=O)c1ccccc1,103,-0.1,-5,-0.6,-1.7,2,2,-1,4,-2
COc1cc(O)cc2cc3c(c(O)c12)C(=O)CC(C)(O)O3 (stereo not drawn),101,0.4,-7,1.8,1.4,-23,1,0,6,-22
C=CCn1c(SCC(=O)N2CCC(C)CC2)nc2c([nH]c3ccccc32)c1=O,94,0.1,5,-1.8,-1.9,-46,-4,-2,3,2
CCCCN(C)CCNC(=S)Nc1ccc2nc(N3CCN(CC)CC3)cc(C)c2c1,105,1.2,1,-0.4,0.2,-3,9,-5,16,-1
CCOC(=O)C1=C(C)NC(=O)NC1c1ccc(OCC(=O)N2CCCCC2)cc1 (stereo not drawn),107,0.0,-2,-3.9,-0.1,-2,2,5,-3,-1
CCOc1ccccc1-n1c(SCC(=O)Nc2ccccc2C(=O)O)nc2ccccc2c1=O,97,0.0,-4,-0.5,-0.5,2,10,1,-4,5
CN1CC(=O)NC1=NC(=O)c1cc(F)c(F)cc1Cl,100,0.1,3,8.7,-0.1,-1,12,6,-1,4
CCN(CC)c1ccc(C(NC(C)=O)NC(C)=O)cc1,98,-0.2,2,-1.7,-0.9,13,1,-1,2,2
Cn1cc(CN2CCN(Cc3ccc4c(c3)OCO4)CC2)c(-c2ccccc2F)n1,101,-0.3,0,5.3,0.2,1,2,1,-1,-1
COc1ccc(NC(=O)c2cc(S(=O)(=O)N3CCCCC3)ccc2C)cc1S(=O)(=O)N1CCOCC1,101,0.2,0,-0.5,-3.2,9,-7,-4,-3,0
COc1cc(/C=C(/C#N)C(=O)Nc2ccccc2)c(Br)cc1OCc1ccc(C(=O)O)cc1,103,0.0,2,-0.8,0.1,3,-2,-3,-3,4
COC(=O)C(CC(C)C)N1CCC(=O)c2ccccc2S1(=O)=O (stereo not drawn),102,-0.2,0,3.8,1.2,-5,-1,13,18,-5
COc1ccc([C@H]2CC(=O)C=C(c3ccc(F)cc3OCc3ccccc3)C2)cc1,102,0.3,-7,-0.8,-1.7,3,-14,-2,7,0
CCOC(=O)CSc1nnc(-c2ccc(S(=O)(=O)N3CCOCC3)cc2)n1-c1ccccc1,94,0.0,3,-1.3,1.5,-1,0,0,1,-9
O=C(c1cnccn1)N(Cc1cccs1)C1(C(=O)NC2CCCC2)CCCCC1,102,0.2,2,0.8,-2.7,1,4,4,0,0
CCOC(=O)c1c(C)[nH]c(C)c1C(=O)COC(=O)c1cccc(S(=O)(=O)N(CC)CC)c1,181,0.1,-2,-1.1,-2.6,-1,10,-4,6,-9
COc1ccc(C(=O)Nc2ncc3c(n2)CC(c2ccco2)CC3=O)cc1 (stereo not drawn),92,0.1,9,-1.6,-0.8,-1,9,7,17,-2
COc1ccc(-c2nc(-c3ccccc3)ncc2S(C)(=O)=O)cc1,101,-0.1,-1,2.3,-3.6,3,-4,0,0,-2
CCCc1cc(=O)[nH]c(SCC(=O)N2N=C(c3ccc(Cl)cc3)CC2c2ccco2)n1 (stereo not drawn),97,0.0,0,0.2,5.3,15,-8,1,6,3
Cc1ccc2oc(=O)c3cc(C(=O)N4CCN(C)CC4)sc3c2c1,84,-0.1,3,-0.6,-0.8,9,5,-2,-10,1
CCCOc1ccc(C=Nc2ccc(OC)c(S(=O)(=O)N3CCOCC3)c2)c(O)c1,97,-0.2,0,-0.5,-1.9,-8,27,-4,-3,6
COC(=O)c1sc(NC(=O)COc2cccc3ccccc23)nc1C,97,0.0,1,1.6,8.4*,-3,-12,-4,-3,-7
COc1ccc(NC(C)C(=O)Nc2ccc(C(C)(C)C)cc2)cc1Cl (stereo not drawn),86,-0.2,-1,-4.9,-0.2,3,-28,-6,-1,-4
O=C(CSCc1n[nH]c(=O)[nH]1)NCCOc1cccc(Oc2ccccc2)c1,95,-0.1,1,-2.1,-1.0,-2,-6,0,0,-7
CCOc1cc(CNc2ccc(N3CCCCC3)cc2)cc(Br)c1OCC(=O)NC(C)(C)C,93,-0.7,0,1.3,-0.8,-11,-10,0,3,-11
COc1ccc(S(=O)(=O)N(CCc2ccccc2)CC(=O)NC(C)C)cc1,102,0.2,-1,0.6,0.7,-4,6,0,-2,-3
CC(C)(C)n1ncc2c(=O)n(CC(=O)OCc3ccccc3)cnc21,100,1.4,-13,-3.5,0.9,8,-23,7,-7,5
CCOc1ccc(NC(=O)CN(C)C(=O)CCSc2ccc(F)cc2)cc1OCC,98,0.3,1,0.4,0.5,-2,-10,-5,14,-7
